Exocytosis inh: lytic granule exocytosis inhibition; TALL-104 LAMP-1 surface exposure, flow cytometry; cells stimulated with thapsigargin and PMA; inhibition, % at 10 µM; 0.66% of 360,000 active;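 active = inhibition above about 55%, limit read from the data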
ABCB6 inh 2: inhibitors of human ABC transporter ABCB6; 0.19% of 360,000 active; K562-ABCB6 porphyrin accumulation, flow cytometry, 1 h; stronger effect = lower value; fluorescence ratio to DMSO, % at 10 µM;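 active = fluorescence ratio to DMSO below 75%, the collection mean minus 3 SD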;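 also: signal is porphyrin accumulated inside mitochondria; 100% equals median channel fluorescence of DMSO control wells; lower ratio means ABCB6 inhibition with less porphyrin fluorescence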
aDG glyco up: alpha-DG glycosylation activation; Pro5-aDG cells, alpha-DG glycosylation AlphaScreen (IIH6); 0% Pro5, 100% B10-LARGE cell signal; activation, % at 10 µM; 0.22% of 360,000 active; AID 624168;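 active = activation of at least 8% versus controls, or a plate z-score of at least 8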;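 also: Pro5 are CHO cells carrying HIG-tagged alpha-DG that lacks glycosylation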
ABHD5 PLIN5 PPI: blocks binding of human ABHD5 to perilipin-5; Split G. princeps luciferase complementation, luminescence, 4 h; inhibition, % at 4 µM; 0.78% of 360,000 active; AID 602281;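 active = inhibition above the mean inhibition across every tested compound plus 3 SD, cut at about 22% in these data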;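 also: 0% = DMSO only wells and the 100% control is not disclosed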
Target sequence (Q00G26 whole entry, looked up): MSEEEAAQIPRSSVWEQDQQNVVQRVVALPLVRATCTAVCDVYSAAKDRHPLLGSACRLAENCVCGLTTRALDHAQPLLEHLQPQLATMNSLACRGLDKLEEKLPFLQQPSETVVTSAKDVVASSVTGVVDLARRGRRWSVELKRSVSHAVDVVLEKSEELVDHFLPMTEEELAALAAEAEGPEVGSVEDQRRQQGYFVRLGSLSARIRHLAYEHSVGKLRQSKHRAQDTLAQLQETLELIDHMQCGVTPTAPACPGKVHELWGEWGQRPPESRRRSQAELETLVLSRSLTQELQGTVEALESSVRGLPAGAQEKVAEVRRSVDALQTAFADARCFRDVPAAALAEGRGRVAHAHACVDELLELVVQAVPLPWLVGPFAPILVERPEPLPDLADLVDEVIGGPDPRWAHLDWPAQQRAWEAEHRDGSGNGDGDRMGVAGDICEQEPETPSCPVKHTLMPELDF
Target sequence (Q8WTS1 whole entry, looked up): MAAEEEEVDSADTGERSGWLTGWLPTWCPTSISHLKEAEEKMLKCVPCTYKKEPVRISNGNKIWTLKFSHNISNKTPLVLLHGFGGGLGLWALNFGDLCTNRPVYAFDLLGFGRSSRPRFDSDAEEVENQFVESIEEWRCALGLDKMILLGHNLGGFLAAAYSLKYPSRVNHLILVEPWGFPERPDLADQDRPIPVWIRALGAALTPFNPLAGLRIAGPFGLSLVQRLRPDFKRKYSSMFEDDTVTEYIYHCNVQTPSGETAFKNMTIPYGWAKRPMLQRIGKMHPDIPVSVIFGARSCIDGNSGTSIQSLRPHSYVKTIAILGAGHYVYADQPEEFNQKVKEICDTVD
Cardio protect: myocardial damage modulation in H9c2 cells | H9c2 cardiomyocytes, H2O2 injury protection, ATPLite, 2 h | protection from H2O2 cell death, % at 20 µM | 0.63% of 360,000 active | AID 588492;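 active = compounds giving at least 50% protection of heart cells from peroxide-induced death in the single-dose screen, raw or plate-pattern-corrected value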;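 also: 0% = DMSO wells with peroxide and 100% = DMSO wells without peroxide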
MC4R antag cAMP: human MC4R antagonism in cAMP assay; P32245; MC4R-expressing cells, MTII-stimulated cAMP, LANCE TR-FRET; inhibition, % at 6.5 µM; 0.48% of 360,000 active; AID 540295;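 active = inhibition above its plate's cutoff, the mean of tested wells on that plate plus 3 SD, cut at about 29% in these data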;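 also: 0% = Melanotan II alone and 100% = Melanotan II plus saturating MCL0020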
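Material: human MC4R-expressing U2OS cells. Probe or stimulus: Melanotan II challenge. Dosing: 6.5 µM single dose. Times: 30-min compound, 1-h challenge, 1-h detection, room temperature. Technique: TR-FRET with Eu-cAMP and labeled anti-cAMP, 671 nm. Replication: singlicate.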
HTR2A ag: mouse HTR2A agonism via beta-arrestin recruitment; CHO-K1 mHTR2A beta-arrestin complementation, luminescence; percent of 30 µM serotonin response; activation, % at 7.6 µM; P35363; 0.66% of 360,000 active;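 active = activation above a run cutoff, the mean activation of all tested compounds plus 3 SD, cut at about 14% in these data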;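 also: 0% = plate median of compound wells and 100% = 30 µM serotonin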
iPSC survival up: enhancers of human iPSC single-cell survival | survival enhancement, % at 20 µM | AID 602274 | 0.044% of 360,000 active | hiPSC single-cell survival, ATPlite luminescence; 100% = ROCK inhibitor wells, 0% = DMSO; in the data active = survival enhancement above about 18%;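 also: cells exposed to compounds for 16 hours before the ATP read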
MC4R barr agon: agonists of human melanocortin 4 receptor (MC4R) beta-arrestin | P32245 | U2OS MC4R beta-arrestin complementation, luminescence; percent of melanotan II response, DMSO zero | activation, % at 8.9 µM | 0.98% of 360,000 active;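 active = activation above a per-plate cutoff, the mean activation of sample wells on that plate plus 3 SD, cut at about 8% in these data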
N-glyco inh: blocks N-linked glycosylation in D54 reporter cells. reporter increase, % at 12.5 µM. 0.23% of 360,000 active. D54 ERlucT glycosylation luciferase reporter, 24 h; percent of 100 nM tunicamycin response;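 active = mean luciferase reporter signal, scaled so untreated is 0 and the glycosylation-blocking control 100, at or above a set limit in every replicate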;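 also: luciferase carries N-glycosylation sites so blocking glycosylation raises the light; 0% = median of neutral control wells and 100% = median of 100 nM tunicamycin wells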
* hit, by the source's call; x = no result given.

canonical_smiles,Exocytosis inh,ABCB6 inh 2,aDG glyco up,ABHD5 PLIN5 PPI,Cardio protect,MC4R antag cAMP,HTR2A ag,iPSC survival up,MC4R barr agon,N-glyco inh
Cc1ccc(OCCn2c(=S)[nH]c3c(N)ncnc32)cc1,0.9,96.0,0.0,-3.8,-0.5,-3.6,-1.8,-0.7,-4.4,6.0
CC(C)OC(=O)CSc1ncnc2c1cnn2Cc1ccccc1,-2.9,94.0,-0.2,-4.0,17.9,10.2,-1.2,-1.6,5.0,1.2
CCOc1ccc(NC(=O)CN(C)C(=O)c2cccnc2Sc2ccc(C)cc2C)cc1OCC,-2.6,94.0,0.0,-4.4,-1.3,11.1,4.0,-0.7,-2.8,-2.4
COc1cc(S(=O)(=O)N2CC(=O)Nc3ccccc32)ccc1NC(C)=O,3.4,108.0,-0.1,0.6,3.1,14.6,3.9,-0.4,0.7,-1.3
O=C(O)C(CCc1ccccc1)N1C(=O)c2ccccc2C1=O (stereo not drawn),7.8,99.0,0.0,-9.2,3.7,12.1,5.7,-1.5,-0.3,1.8
O=c1cc(Nc2ccc3c(c2)OCCO3)[nH]c(=O)n1C1CCCCC1,-8.8,102.0,-0.3,-5.8,6.2,-6.2,-2.3,-3.7,-1.8,20.1
Cc1cccc(/C=C2/Sc3ccc(C(=O)NCCCN4CCOCC4)cc3NC2=O)c1,60.0*,94.0,3.3,7.1,-5.9,4.8,-10.5,-0.4,-1.8,-6.8
COCCSc1nnc(NC(=O)c2cc(C(=O)OC)cc([N+](=O)[O-])c2)s1,-0.8,100.0,-0.1,-4.7,-3.3,1.5,2.4,0.1,-1.4,1.8
COc1ccc(-c2ccc(OC(=O)NC3CCS(=O)(=O)C3)cc2)cc1 (stereo not drawn),-11.0,93.0,-0.1,-6.9,-7.1,-4.5,-6.4,0.3,-3.9,-0.1
CC(=O)N1CCN(C(=O)CSc2nnc(C)n2-c2ccccc2)CC1,-3.2,96.0,0.0,-4.6,2.1,2.9,5.5,-0.1,-3.3,3.0
C[C@]12c3[nH]c4cc(-c5ccco5)ccc4c3CCN1C(=O)[C@@H](CC(=O)NCc1ccco1)C[C@@H]2C(=O)N1CCOCC1,-0.1,98.0,0.0,9.0,18.6,14.8,0.4,0.6,-1.7,-0.7
O=C1c2nc3cc(-c4ccco4)[nH]n3c(=O)c2CN1Cc1ccccc1,-7.2,99.0,-0.1,4.5,3.0,5.7,-1.2,0.4,-2.0,0.5
O=C(C[n+]1ccc(C(=O)c2ccccc2)cc1)Nc1cccc([N+](=O)[O-])c1,8.2,95.0,-0.3,4.6,x,x,-1.2,-1.6,x,x
COc1ccc(-c2noc(CN(C(=O)c3ccoc3C)C(C)C)n2)cc1,0.2,91.0,0.0,3.6,-1.6,3.3,-0.1,-0.3,0.0,-0.8
COC(=O)Nc1ccc(S(=O)(=O)Nc2cnc3ccccc3n2)cc1,-0.1,102.0,0.4,-4.6,5.4,10.3,-2.5,-1.6,-1.9,0.5

More compounds
canonical_smiles,Exocytosis inh,ABCB6 inh 2,aDG glyco up,ABHD5 PLIN5 PPI,Cardio protect,MC4R antag cAMP,HTR2A ag,iPSC survival up,MC4R barr agon,N-glyco inh
CC(C)(C)NC(=O)CSc1ncnc2c1nnn2Cc1ccccc1Cl,2.2,97.0,0.2,4.6,4.2,17.0,-0.8,-3.1,-1.8,3.2
COc1ccc(Cl)cc1NC(=O)CCCNC(=O)c1ccc(Cl)cc1,17.5,95.0,0.0,-5.7,-0.2,12.9,-8.6,-0.4,-1.1,1.7
CCN(Cc1ccccc1)C(=O)c1ccc(C(=O)N(CC)Cc2ccccc2)cc1,6.4,99.0,0.0,6.5,-0.1,1.3,3.5,0.2,-2.5,0.5
CN(C)S(=O)(=O)c1cccc(CSc2cccc[n+]2[O-])c1,0.5,105.0,-0.4,6.9,3.0,-5.6,1.2,0.2,-0.4,2.3
Cc1nnc(SCC(=O)Nc2ccc3c(c2)OCCO3)n1N,-5.8,97.0,-0.1,0.1,1.3,3.5,-1.8,6.3,-0.7,1.5
CC(C)(C)CNC(=O)c1cccc2c1C(=O)c1ccc(N3CCCC3)cc1S2(=O)=O,7.3,88.0,-0.3,4.4,16.9,2.9,4.0,-0.7,-0.7,0.3
CCOC(=O)C1CCN(C(=O)C2CCN(S(=O)(=O)c3c(C)noc3C)CC2)CC1,-1.8,99.0,-0.2,-8.9,-0.7,3.8,-2.8,-2.3,-1.6,2.6
CCOc1ccccc1C(=O)N1CCC(C(=O)c2ccc(F)cc2)CC1,-4.8,101.0,-0.1,-6.0,3.5,2.2,-0.7,0.2,-2.5,-5.6
O=C(CN1CCC(n2nnc3cc(F)ccc32)CC1)NC1CCCCC1,0.4,96.0,-0.1,0.4,-2.5,15.4,-6.4,6.1,0.1,-1.5
Cc1ccc(S(=O)(=O)Cc2csc(N)n2)cc1,-2.0,100.0,-0.3,3.5,-0.6,5.6,-0.9,-3.4,-0.5,0.7
CC1=CC(C)(C)N(S(=O)(=O)c2ccc(C)cc2)c2cc(C)ccc21,-2.9,101.0,-0.2,-13.6,-20.5,-21.9,-2.8,-1.2,0.6,10.1
COc1cccc(CNC(=O)[C@@H]2CCCN2C(=O)[C@@H]2CCCN2C(=O)c2cccs2)c1,0.5,99.0,0.1,0.9,x,x,8.0,-0.3,x,x
COc1ccc(S(=O)(=O)N2CCOCC2)cc1NC(=O)Cc1c(Cl)cccc1Cl,3.6,96.0,0.1,-1.4,3.9,-34.1,0.7,4.1,4.2,2.3
CCn1nnnc1SCC(=O)Nc1ccc(F)cc1,-2.9,94.0,-0.1,2.4,-1.1,1.1,-2.9,0.1,-0.6,1.6
Cc1c2cn[nH]c(=O)c2c(C)n1-c1ccccc1,-6.2,98.0,-0.2,4.1,-7.0,-3.5,3.6,-0.4,0.9,-0.3

New compounds follow:
canonical_smiles,Exocytosis inh,ABCB6 inh 2,aDG glyco up,ABHD5 PLIN5 PPI,Cardio protect,MC4R antag cAMP,HTR2A ag,iPSC survival up,MC4R barr agon,N-glyco inh
Cc1ccc([C@H]2C(C(=O)O)=CC[C@@H](c3cccc(C)c3)N2S(=O)(=O)c2ccc(C)cc2)cc1,0.5,101.0,-0.1,-6.8,-3.7,3.2,-2.3,0.6,1.1,-0.5
COC(=O)[C@H](CCSC)NS(=O)(=O)c1ccccc1Br,-9.2,96.0,0.1,-4.7,-3.3,6.9,0.8,-4.2,0.2,-2.0
Cc1nc([N+](=O)[O-])cn1Cc1cccc2ccccc12,-1.0,102.0,0.1,2.2,-1.9,9.7,0.8,-0.5,-0.8,-1.1
O=[N+]([O-])c1ccc(/C=C2\CCC(C3=CCCC3)=C2N2CCOCC2)cc1,2.9,127.0,0.1,0.8,-8.9,-0.8,-0.7,-2.2,-1.6,3.2
CCOC(=O)C1CCN(C(=O)CN(c2ccc3c(c2)OCCO3)S(C)(=O)=O)CC1,1.6,95.0,0.0,-1.6,8.0,-7.0,-1.7,0.9,0.0,1.0
CN(C(=O)c1cccc(NC(=O)Cc2ccc(NC(=O)C3CCN(C(=O)C4CCCCC4)CC3)cc2)c1)C1CCC1,-4.5,96.0,-0.2,2.6,-12.5,11.1,0.0,0.7,-0.3,-2.0
COc1cc2sc3ccc(-c4ccc(CN5CCOCC5)cc4)cc3c(=O)c2cc1OC,1.7,91.0,-0.5,3.1,-0.7,13.6,1.4,-2.2,0.1,-1.8
CC(C)(C)CCN1CCC(CN2CCNC(=O)C2=O)CC1,-1.1,99.0,-0.3,-14.4,0.9,10.0,-1.0,3.0,-1.4,2.1
Cc1ccc([N+](=O)[O-])c(-c2n[nH]c(=S)n2-c2cccc(Cl)c2)c1,-0.4,102.0,-0.2,-3.5,-3.8,11.8,3.5,-0.6,-1.6,1.8
CC(C)(C)SCCNC(=O)CN(c1ccc(F)cc1)S(C)(=O)=O,-4.3,90.0,-0.2,-0.2,6.1,2.0,1.0,-1.3,-2.6,-0.1
CCn1c(-c2ccccc2Cl)nn(CC(=O)Nc2ccc(OC)cc2)c1=S,-6.7,99.0,0.4,-1.1,-3.5,1.8,-10.3,2.7,-0.8,-1.9
O=C1NCCCC1C(=O)N/N=C/c1ccccc1 (stereo not drawn),-1.5,97.0,0.1,-6.5,-2.5,-2.1,7.5,-2.6,-0.8,1.7
CN1CCN(c2nc(-c3ccco3)cc(C(F)(F)F)n2)CC1,0.8,87.0,0.6,12.5,2.0,8.7,-5.8,-1.7,-0.1,-0.2
COc1ccc(NCC(=O)Nc2c(C)cccc2C)cc1S(=O)(=O)N1CCOCC1,4.5,120.0,-0.3,9.6,0.4,4.9,-3.4,-2.8,-1.9,3.2
O=C(NCc1ccc2c(c1)OCO2)C1CCN(Cc2cnn(-c3ccccc3)c2-n2cccc2)CC1,3.0,102.0,0.4,9.0,-12.2,4.1,11.8,4.9,1.3,0.2

In the list so far, 2 have a COOH group:
canonical_smiles,Exocytosis inh,ABCB6 inh 2,aDG glyco up,ABHD5 PLIN5 PPI,Cardio protect,MC4R antag cAMP,HTR2A ag,iPSC survival up,MC4R barr agon,N-glyco inh
O=C(O)C(CCc1ccccc1)N1C(=O)c2ccccc2C1=O (stereo not drawn),7.8,99.0,0.0,-9.2,3.7,12.1,5.7,-1.5,-0.3,1.8
Cc1ccc([C@H]2C(C(=O)O)=CC[C@@H](c3cccc(C)c3)N2S(=O)(=O)c2ccc(C)cc2)cc1,0.5,101.0,-0.1,-6.8,-3.7,3.2,-2.3,0.6,1.1,-0.5

Next part
canonical_smiles,Exocytosis inh,ABCB6 inh 2,aDG glyco up,ABHD5 PLIN5 PPI,Cardio protect,MC4R antag cAMP,HTR2A ag,iPSC survival up,MC4R barr agon,N-glyco inh
c1cnc2ccc(C(c3nnnn3C3CCCCC3)N3CCN(C4CCCCC4)CC3)cc2c1 (stereo not drawn),-1.5,94.0,-0.1,3.7,4.7,12.2,-5.0,-3.1,0.9,-6.9
CN1CCC(=NNC(=O)C(=O)Nc2ccccc2)CC1,-3.0,99.0,0.0,-3.9,-0.7,-1.1,4.1,0.8,-0.5,3.0
COc1ccc(Br)cc1CN1CCN(C(=O)c2cccc(OC)c2OC)CC1,3.9,97.0,0.1,0.7,7.0,11.7,-1.2,-1.5,0.2,-2.4
Cc1cc(Br)cc(C)c1OCCCCN(C)C,0.0,100.0,0.9,0.2,4.9,13.6,-5.9,-1.1,1.1,-1.7
O=C(NCc1ccco1)C1(S(=O)(=O)c2ccc(Cl)cc2)CC1,-2.2,92.0,0.2,-2.3,3.7,1.4,2.6,2.7,-0.9,-0.9
CCn1c(C)cc(C(=O)CSc2nnc(C3CC3)n2C2CC2)c1C,-2.5,96.0,-0.5,0.8,-5.0,7.0,3.1,-2.4,0.7,2.1
CCOc1cc(/C=N/NC(=O)c2cccnc2)ccc1OCC(N)=O,-0.7,89.0,0.0,-5.1,2.0,1.4,-3.9,-0.7,-0.1,0.1
Cc1nc2ccc(C(=O)OCC(=O)N(C)c3ccccc3)cc2nc1C,-8.0,94.0,-0.2,-7.2,-0.6,-0.3,3.7,-0.4,-0.7,-0.5
Cc1ccc(S(=O)(=O)n2c(=O)oc3ccccc32)cc1,-3.8,97.0,0.0,-3.5,6.4,8.6,0.2,-3.4,1.0,-2.2

Bioassay records as filed in PubChem BioAssay.
